D1 ag – Allosteric Agonists of the Human D1 Dopamine Receptor: qHTS | D(1A) dopamine receptor (Homo sapiens), P21728 | HEK293 T-REx D1 cells, calcium flux, agonist mode | activation, % at 2 µM | 360,000 tested, 1% active | AID 504660, 2011; in the data active = activation above about 30%; note: 0% is about no effect
Target sequence (P21728 whole entry, looked up): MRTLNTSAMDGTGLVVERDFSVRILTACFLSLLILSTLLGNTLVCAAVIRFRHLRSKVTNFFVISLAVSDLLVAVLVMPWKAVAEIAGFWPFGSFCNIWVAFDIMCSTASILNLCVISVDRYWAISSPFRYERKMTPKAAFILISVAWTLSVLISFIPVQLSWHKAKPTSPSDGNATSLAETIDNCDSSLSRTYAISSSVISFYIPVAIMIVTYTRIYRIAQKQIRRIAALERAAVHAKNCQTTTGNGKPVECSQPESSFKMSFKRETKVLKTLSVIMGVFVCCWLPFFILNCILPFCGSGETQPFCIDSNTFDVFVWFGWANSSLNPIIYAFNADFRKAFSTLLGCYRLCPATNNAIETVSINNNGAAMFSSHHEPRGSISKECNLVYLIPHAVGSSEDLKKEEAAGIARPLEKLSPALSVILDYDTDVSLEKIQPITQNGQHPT
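Inducible HEK293 T-REx D1 cells, force-coupled to calcium signalling, were plated at 4000 cells/well with tetracycline and held overnight at 30 C. After no-wash calcium dye loading, compound-evoked calcium rise over 180 s flagged agonists.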
D1 antag – Antagonist of Human D 1 Dopamine Receptor: qHTS. HEK293 TREx D1 cells, calcium flux, dopamine EC80; stronger effect = lower value. D(1A) dopamine receptor (Homo sapiens), P21728. AID 504652, 2011. 360,000 tested, 3.2% active. activity change, negative = inhibition, % at 10 µM; in the data active = activity change below about -30%; note: % is set by controls: 0 for no effect and ±100 for the full control effect
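HEK293 T-REx cells expressing inducible, force-coupled D1 receptor; no-wash Ca dye, 30–90 min RT. Cmpd → 180 s read at 1 Hz → EC80 DA → 180 s read.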
D1 potentiator – Potentiators of Human D1 Dopamine Receptor: qHTS; D(1A) dopamine receptor (Homo sapiens), P21728; HEK293 TREx D1 cells, calcium flux, dopamine EC20 potentiation; potentiation, % at 10 µM; 360,000 tested, 0.036% active; in the data active = potentiation above about 30%; note: 0% is about no effect
RXFP1 antagonist – qHTS Assay for Antagonists of the Relaxin Receptor RXFP1; 350,000 tested, 0.59% active; AID 1259400, 2018; Relaxin receptor 1 (Homo sapiens), Q9HBX9; activity change, negative = inhibition, % at 57.5 µM; HEK293-RXFP1, relaxin-stimulated cAMP HTRF, 30 min; stronger effect = lower value;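 active = activity change of -60% or lower, but not beyond a set lower limit; inconclusive = change between -60% and -40%, or beyond the set limit; inactive = change above -40%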; note: % is set by controls: 0 for no effect and ±100 for the full control effect
D2 ag – HTS Assay for Allosteric Agonists of the Human D2 Dopamine Receptor: Primary Screen for Agonists. HEK293 T-REx D2 cells, calcium flux agonist mode. activation, % at 2 µM. AID 485358, 2010. 340,000 tested, 0.53% active. D(2) dopamine receptor (Homo sapiens), P14416;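 active = activation over 3 SD above normal in the single-dose calcium agonist read, cut at about 30% in these data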; note: 0% is about no effect
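Calcium-flux readout, 1 cycle/sec over 180 s following compound pin transfer, in inducible HEK293 Trex D2 cells (force-coupled); dopamine controls included. Positive calcium responses during this window marked compounds as potential agonists.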
TRHR PAM – qHTS for Small Molecule Agonists and Allosteric Enhancers of Human TRH Receptor: Primary Screen for Enhancers. 360,000 tested, 0.66% active. enhancement, % at 2 µM. TRHR cells, fluo-8 calcium fluorescence, EC20 TRH enhancement; in the data active = enhancement above about 30%; note: 0% is about no effect
Target sequence (P34981 whole entry, looked up): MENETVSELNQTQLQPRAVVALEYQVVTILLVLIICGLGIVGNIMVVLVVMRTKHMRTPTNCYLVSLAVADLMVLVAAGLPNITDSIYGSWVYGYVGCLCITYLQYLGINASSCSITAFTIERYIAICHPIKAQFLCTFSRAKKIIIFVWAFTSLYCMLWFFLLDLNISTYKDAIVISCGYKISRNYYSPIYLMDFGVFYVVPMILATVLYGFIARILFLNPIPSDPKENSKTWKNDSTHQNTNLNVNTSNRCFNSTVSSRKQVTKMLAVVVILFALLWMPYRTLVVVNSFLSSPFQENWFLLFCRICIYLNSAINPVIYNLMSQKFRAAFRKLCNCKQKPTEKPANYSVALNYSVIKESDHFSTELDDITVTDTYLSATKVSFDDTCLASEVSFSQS
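Enhancer read-out: after compound pinning and an initial kinetic agonist-mode read, an EC20 of TRH (10 nM final) was injected and fluo-8 calcium signal (Ex 480/Em 530) followed at 1 s/cycle for 100 cycles in TRHR-expressing cells.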
D2 PAM – HTS Assay for Positive Allosteric Modulators of the Human D2 Dopamine Receptor: Primary Screen for Potentiators; potentiation, % at 10 µM; D(2) dopamine receptor (Homo sapiens), P14416; HEK293 T-REx D2, calcium flux, EC20 dopamine potentiation; AID 485347, 2010; 340,000 tested, 0.34% active;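 active = potentiation over 3 SD above the plate norm, cut at about 30% in these data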; note: 0% is about no effect
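Potentiation of an EC20 dopamine calcium response is measured in a force-coupled, tetracycline-inducible Hek293 Trex D2 line. Compound-only kinetic reads over 180 s flag agonists before dopamine addition.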
D2 antagonist – HTS Assay for Allosteric Antagonists of the Human D2 Dopamine Receptor: Primary Screen for Antagonists | D(2) dopamine receptor (Homo sapiens), P14416 | HEK293 TREx D2 cells, calcium flux, dopamine EC80 | inhibition, % at 10 µM | 340,000 tested, 2% active | AID 485344, 2010; in the data active = inhibition above about 30%; note: 0% is about no effect
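Compounds are added to dye-loaded, induced HEK293 T-REx cells coupled to calcium release via D2; after a 3 min kinetic read an EC80 dopamine stimulus is given and fluorescence is recorded for 3 more min.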
RXFP1 ag – qHTS Assay for Agonists of the Relaxin Receptor RXFP1; Relaxin receptor 1 (Homo sapiens), Q9HBX9; HEK293T-RXFP1 cAMP TR-FRET, 30 min; response scale: percent of porcine relaxin response, buffer zero; Potency, µM (doses to about 57.5 µM), for the others: at the top dose activation, most hits filed as activators; 370,000 tested, 0.3% active; AID 2676, 2010; active = well fitted activation curve with a large enough effect; inconclusive = small, poorly fitted or top-dose-only effect; note: potency is the fitted concentration of half-maximal effect; % is set by controls: 0 for no effect and ±100 for the full control effect; nearly all actives have a fitted effect of over 60% in size; many of its hits are not listed in these tables
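HEK293 cells stably expressing RXFP1, treated 30 min at 37C with compounds plus PDE4 inhibitor Ro 20174; cAMP measured by HTRF TR-FRET. Normalized to buffer and 29 nM porcine relaxin; EC50 by Hill fit.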
An asterisk follows results filed as active; ? = inconclusive; . = not tested or not shown. Some of the compounds tested; the hit share may differ from the screen's.

SMILES	D1 ag	D1 antag	D1 potentiator	RXFP1 antagonist	D2 ag	TRHR PAM	D2 PAM	D2 antagonist	RXFP1 ag
COc1cc(OC)c(C(=O)O/N=C(\N)c2ccc(C)cc2)cc1OC	0.8	-5.5	2.0	6.6	1.1	3.8	8.6	0.2	2.8%
CCn1c(=N)c(C(=O)NCc2ccccc2)cc2c(=O)n3cc(C)ccc3nc21	0.4	-9.0	2.0	.	1.2	-16.2	-8.1	.	1.3%
Cc1nn(-c2ccccc2)c(Cl)c1/C=N/Nc1nncc(=O)[nH]1	0.6	8.5	1.8	12.1	1.4	5.3	-4.8	16.1	2.2%
CC(=O)N(Cc1cc2cc(C)ccc2[nH]c1=O)c1cccc(C)c1C	0.1	6.4	-1.5	-6.5	-0.2	22.6	2.8	1.4	0.9%
C/C(Cc1ccccc1)=N\NC(=O)CNC(=O)/C=C\c1ccccc1	3.3	-7.4	-4.7	-6.9	-1.8	17.4	17.3	1.4	1.2%
CN1/C(=C\C(=O)COC(=O)c2ccc(O)c(O)c2)C(C)(C)c2ccccc21	19.1	-26.2	-12.8	-22.6	1.1	12.8	7.5	-3.5	-0.8%
O=C(CNC(=O)N1CC(=O)Nc2ccccc21)NCc1ccccc1	0.0	0.8	0.9	4.1	0.2	5.7	8.9	-3.1	0.7%
COc1ccc(-c2csc(-c3cccnc3)n2)cc1C	1.5	2.9	5.5	-23.5	-0.6	7.8	4.5	18.9	0.8%
COc1ccc(C(=O)NCC(=O)NCCc2c[nH]c3ccccc23)cc1OC	1.1	-0.2	-4.9	-10.8	0.4	-5.9	0.2	13.5	0.6%
Cn1c(=O)c(=O)n(C)c2cc(S(=O)(=O)N3CCOCC3)ccc21	4.2	12.0	0.4	-0.7	0.5	-5.5	6.2	-10.6	8.7%
COc1cc(CN2CCC(C(=O)N3CCN(c4ccccc4F)CC3)CC2)cc(OC)c1OC	0.8	3.8	4.8	0.5	0.5	18.7	16.5	-1.0	1.6%
N#C/C(=C(/O)COC(=O)CCCNC(=O)c1ccc(Cl)cc1)c1nc2ccccc2[nH]1	1.9	3.0	-4.3	0.5	-0.6	5.1	8.1	-17.4	0.7%
O=C(c1ccc2c(c1)N(Cc1ccccc1F)C(=O)c1ccccc1S2)N1CCOCC1	2.9	-2.4	-1.1	3.2	-0.2	6.1	19.4	5.1	0.0%
O=C(N/N=C\c1cc([N+](=O)[O-])ccc1N1CCCC1)c1ccccn1	-1.3	-4.0	-1.5	-7.2	1.2	1.0	-1.0	-0.9	7.1%
Cc1nnc(Oc2ccc([N+](=O)[O-])cc2)c2ccccc12	-0.6	-6.3	-3.4	3.4	-0.4	-3.1	0.1	-7.4	?
COc1cc(/C=C/C(=O)Nc2ccncc2)cc(OC)c1OC	6.4	-1.9	3.6	3.5	.	-0.7	.	.	-0.2%
CCOC(=O)N1CCc2c(sc(NCc3cc(OC)c(OC)cc3OC)c2C(=O)Nc2ccc(OCC)cc2)C1	-1.2	-8.8	-3.9	-12.7	0.6	-3.0	-2.9	.	1.2%
CCN(CC)C(=O)CSc1nnc2[nH]c(=O)cc(C)n12	0.3	.	-1.6	10.6	.	0.1	-0.4	.	-0.2%
Cc1nc2ccccc2c2oc(C(=O)N3CCN(C(=O)c4ccco4)CC3)cc12	3.4	1.9	3.4	-13.8	-0.8	5.2	7.4	-27.7	-0.6%
CCOC(=O)c1c(C)[nH]c(C(=O)OCC(=O)Nc2sc(C(=O)N(C)C)c(C)c2C(=O)OCC)c1C	0.2	3.8	0.5	-2.0	-0.5	5.5	-2.8	0.9	4.9%
O=C(Cn1cnc2ccccc2c1=O)c1ccc2c(c1)OCCO2	2.0	-11.0	2.2	-38.8	-0.1	4.2	12.1	-25.0	-0.2%
CC1(C)CC2(CC(c3cccs3)c3cc(Cl)c(O)cc3O2)NC(=S)N1 (stereo not given)	3.3	-13.8	11.1	.	-0.2	6.8	17.1	-1.3	2.5%
Oc1ccc2ccccc2c1C=Nc1ccccc1	3.5	13.3	-2.6	23.9	-1.7	4.1	29.0	21.2	1.7%
CC(C)NC(=O)CN(c1cccc(Br)c1)S(C)(=O)=O	2.6	6.7	-4.2	8.5	-0.1	5.6	4.9	11.6	1.1%
CNC(=O)/C(C#N)=C/c1c(N(Cc2ccccc2)Cc2ccccc2)nc2ccccn2c1=O	2.3	2.4	-9.1	.	0.6	-4.4	8.9	11.0	0.7%

In a second layout: results already given
mol | D1 ag | D1 antag | D1 potentiator | RXFP1 antagonist | D2 ag | TRHR PAM | D2 PAM | D2 antagonist | RXFP1 ag
Cc1nc2ccccc2c2oc(C(=O)N3CCN(C(=O)c4ccco4)CC3)cc12 | 3.4 | 1.9 | 3.4 | -13.8 | -0.8 | 5.2 | 7.4 | -27.7 | -0.6%
CNC(=O)/C(C#N)=C/c1c(N(Cc2ccccc2)Cc2ccccc2)nc2ccccn2c1=O | 2.3 | 2.4 | -9.1 | . | 0.6 | -4.4 | 8.9 | 11.0 | 0.7%
CCN(CC)C(=O)CSc1nnc2[nH]c(=O)cc(C)n12 | 0.3 | . | -1.6 | 10.6 | . | 0.1 | -0.4 | . | -0.2%
CC(=O)N(Cc1cc2cc(C)ccc2[nH]c1=O)c1cccc(C)c1C | 0.1 | 6.4 | -1.5 | -6.5 | -0.2 | 22.6 | 2.8 | 1.4 | 0.9%

(next part)
SMILES	D1 ag	D1 antag	D1 potentiator	RXFP1 antagonist	D2 ag	TRHR PAM	D2 PAM	D2 antagonist	RXFP1 ag
Cc1cccc(-n2nnnc2SCC(=O)Nc2cccc(S(N)(=O)=O)c2)c1	1.4	15.5	-0.6	-0.9	0.5	3.3	6.2	1.2	0.4%
Cc1ccc2c(c1)C(=O)CC1(CCC(C(C)(C)C)CC1)O2 (stereo not given)	3.9	-31.0*	-1.8	.	0.2	-1.5	7.7	2.4	0.0%
CN1C(=O)[C@H]2[C@@H](C3CC3)N3C(=O)CN(Cc4ccccc4)C(=O)[C@@]3(C)[C@H]2C1=O	0.6	-4.8	-4.3	.	.	-4.8	.	.	0.4%
OCC1CCCCN1CC(O)COC(c1ccc(F)cc1)c1ccc(F)cc1 (stereo not given)	5.1	-1.4	12.7	-3.3	0.2	-4.0	-4.9	30.6*	0.8%
CCC(Cc1ccccc1)NC(=O)CCn1cccc1 (stereo not given)	-0.5	-1.8	-4.1	0.1	0.3	-2.2	-1.0	5.3	-1.6%
Cc1ccc(S(=O)(=O)Nc2ccnc(-c3cccnc3)n2)cc1	3.4	-8.8	-3.5	-1.9	-0.2	-0.2	12.3	-5.4	2.6%
COc1ccc(NC(=O)CSc2ccc3nnc(-c4ccccn4)n3n2)cc1	0.1	-7.0	0.2	5.6	0.8	5.9	8.6	1.0	?
O=C(CCNC(=O)c1ccccc1Cl)Nc1ccc(S(=O)(=O)Nc2ncccn2)cc1	5.1	-5.7	3.0	-1.9	2.0	-8.1	9.6	-18.6	4.0%
COc1ccc(-c2cc3c(=O)n(CC(=O)NCc4ccc(C)cc4)ncn3n2)cc1	3.9	8.0	-0.2	13.0	-0.1	0.4	2.2	1.9	8.2%
Fc1ccc(OCc2nnc(SCCN3CCOCC3)o2)cc1	3.3	-0.6	-6.5	4.7	0.3	0.6	-12.4	8.1	2.0%
Cc1csc2nc(=O)c3ccccc3n12	4.8	10.1	3.5	6.1	1.4	-3.6	8.7	0.6	13.7%
CC(=O)c1c(C)[nH]c(C(=O)Nc2ccc(S(=O)(=O)N(C)C)cc2)c1C	6.5	-1.7	-3.8	-7.8	-0.6	-1.7	-10.8	-1.4	0.5%
Cc1ccc(F)cc1CNC(=O)C1CCC(=O)N(C2CC2)C1 (stereo not given)	3.4	6.2	-2.6	7.3	1.0	2.2	4.2	-5.2	-1.1%
Cc1cc(C)n(-c2nc(N(c3ccccc3)c3ccccc3)nc(-n3nc(C)cc3C)n2)n1	3.8	9.7	-7.5	8.0	0.4	-10.9	3.9	-3.6	0.7%
COc1cccc(-c2c(C(=O)N/N=C/c3ccncc3)nnn2-c2nonc2N)c1	4.0	7.2	-5.7	11.4	0.5	12.9	6.8	12.5	4.3%
CCN(C(=O)Cn1c(=O)oc2cc(S(=O)(=O)N3CCCCC3)ccc21)c1ccccc1	-0.8	-10.0	-5.3	.	0.0	-13.1	.	.	3.1%
O=C(Nc1ccc2c(c1)OCCO2)c1ccc(Cl)c(S(=O)(=O)N2CCOCC2)c1	3.3	-15.9	-3.3	-18.5	0.6	3.9	-10.4	17.2	-0.1%
COc1ccc2cc3cc(C(=O)N4CCN(Cc5ccc6c(c5)OCO6)CC4)oc3nc2c1	0.9	-2.1	-7.0	-3.7	0.6	2.4	-2.4	-5.5	4.2%
CCn1cc(C(=O)OC(C)C(=O)Nc2c(C)n(C)n(-c3ccccc3)c2=O)c(=O)c2ccc(C)nc21 (stereo not given)	4.9	0.9	-3.6	0.1	0.1	-6.0	5.2	8.7	-0.8%
COc1cc(OC)c(NS(=O)(=O)c2ccc3c(c2)CCCN3C(C)=O)cc1Cl	11.5	-22.2	-5.8	2.2	1.4	-3.3	1.8	.	0.1%
Fc1cccc(-c2nn[nH]n2)c1	0.9	-13.5	-5.2	-2.4	0.6	5.5	-12.3	-7.2	3.6%
Cc1nn(S(=O)(=O)c2ccccc2)c(C)c1Sc1ccc([N+](=O)[O-])cc1	2.3	-33.0*	-9.3	15.1	-0.4	-7.5	12.2	-4.5	0.5%
Cc1ccc(Nc2nc(CSc3nnc(-c4cccnc4)n3-c3ccccc3C)cs2)cc1	6.7	14.1	1.7	-9.3	1.0	-7.2	-8.6	-2.9	-2.2%
CC(C)c1ccccc1NC(=O)CSc1nnc(COc2ccccc2Cl)o1	38.3*	-8.6	-0.8	-9.3	-1.9	0.4	7.9	.	-1.7%
O=C(COc1ccc2c(c1)CCC2)NCc1ccc(Cl)cc1	1.9	-4.7	-0.8	-31.1	-0.7	3.1	-2.0	3.6	1.0%
CCCc1nc2n[nH]c(N)c2c2c1CCCC2	0.3	3.2	-0.3	-10.3	-0.5	-5.1	19.0	3.5	0.6%

Screening data deposited in PubChem BioAssay by National Center for Advancing Translational Sciences (NCATS).
